# DRD3 antagonist: D3 dopamine receptor (human) antagonism; D3R cells, DiscoveRx beta-arrestin luminescence, antagonist mode; stronger effect = lower value; max response, negative = inhibition, %; actives 2.5% (n = 360,000); AID 652054; in the data active = max response below about -50%; inconclusive = no clear call, values can overlap the other calls; note: % is set by controls: 0 for no effect and ±100 for the full control effect; mostly tested at two doses, the higher about 12 µM
# Target sequence (P35462 whole entry, looked up): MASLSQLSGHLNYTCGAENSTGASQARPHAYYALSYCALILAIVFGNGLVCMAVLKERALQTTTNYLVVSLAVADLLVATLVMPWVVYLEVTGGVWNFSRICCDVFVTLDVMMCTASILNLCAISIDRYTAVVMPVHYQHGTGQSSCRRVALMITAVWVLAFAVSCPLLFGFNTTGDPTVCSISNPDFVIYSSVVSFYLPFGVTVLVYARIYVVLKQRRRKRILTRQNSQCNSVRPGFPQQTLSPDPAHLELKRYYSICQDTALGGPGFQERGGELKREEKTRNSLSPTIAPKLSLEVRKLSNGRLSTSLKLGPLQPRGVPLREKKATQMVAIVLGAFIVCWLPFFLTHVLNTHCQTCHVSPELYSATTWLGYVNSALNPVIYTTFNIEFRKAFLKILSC
#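 Cells expressing the human receptor were seeded at 1500 cells/well, incubated overnight at 37 degrees C in 5% CO2, then exposed to library compounds with dopamine controls for 90 minutes at 37 degrees C before luminescent detection.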
# D3 ag: activates the human D3 dopamine receptor | P35462 | D3R DiscoveRx beta-arrestin cells, luminescence, 90 min | max activation, % | actives 0.58% (n = 410,000) | AID 652048; in the data active = max activation above about 30%; note: 0% is about no effect; mostly tested at two doses, the higher about 12 µM
#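 Agonist-mode cell screen: cells plated at 1500/well and incubated overnight at 37 °C, then exposed to library compounds for 90 min at 37 °C. Detection reagent was added for 30–60 min at room temperature, and luminescence was read.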
# HEK293 tox: cytotoxicity counter-screen for GLP-1 receptor inverse agonists | HEK293 cAMP-luciferase reporter cells, luminescence, 24 h | Potency, µM (highest dose often 38.3 µM), for inactives: at the top dose activity change, negative = inhibition, actives largely listed as inhibitors | actives 0.13% (n = 410,000);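 note: loss of luciferase light is scored as toxicity; potency is the fitted concentration of half-maximal effect; % is set by controls: 0 for no effect and ±100 for the full control effect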
#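 Seeding density was 200 cells/uL; after overnight-length (12 h) culture, 23 nL compounds went on for 24 h at 37 °C. Readout used a luciferase detection reagent, luminescence taken after 12 min at room temperature.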
# PTHR1 ag: PTHR1 (human) receptor agonism | Potency, µM (series often up to 115 µM), without a hit: top-dose activation, usual class: activators | AID 743266 | Q03431 | HEK293 GP2 PTHR1 cells, GloSensor cAMP luminescence, 1 h | actives 0.075% (n = 410,000); note: potency is the fitted concentration of half-maximal effect; nearly all actives have a fitted effect of over 55% in size; some results filed as inactive show a strong effect at the top dose; inactives centre near -15; many of its hits are not listed in these tables
# Target sequence (Q03431 whole entry, looked up): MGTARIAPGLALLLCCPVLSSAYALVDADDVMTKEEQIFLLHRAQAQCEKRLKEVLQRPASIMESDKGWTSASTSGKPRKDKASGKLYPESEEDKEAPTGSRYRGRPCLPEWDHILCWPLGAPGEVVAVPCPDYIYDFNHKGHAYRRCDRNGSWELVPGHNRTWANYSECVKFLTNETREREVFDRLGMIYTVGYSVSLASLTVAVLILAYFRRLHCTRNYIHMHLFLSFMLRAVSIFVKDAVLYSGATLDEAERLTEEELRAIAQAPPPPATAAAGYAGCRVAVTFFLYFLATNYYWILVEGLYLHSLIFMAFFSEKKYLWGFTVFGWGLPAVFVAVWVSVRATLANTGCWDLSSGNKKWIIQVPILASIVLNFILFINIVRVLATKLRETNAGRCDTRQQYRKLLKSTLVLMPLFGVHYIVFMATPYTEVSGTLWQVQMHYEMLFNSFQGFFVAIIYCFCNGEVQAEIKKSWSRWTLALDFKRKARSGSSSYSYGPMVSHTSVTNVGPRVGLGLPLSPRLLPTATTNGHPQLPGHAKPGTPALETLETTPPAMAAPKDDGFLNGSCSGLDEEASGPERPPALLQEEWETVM
#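 HEK-293-derived GP2 cells expressing PTHR1 and a GloSensor cAMP reporter, 3,000/well, plated overnight, given luciferin plus IBMX (each 0.5 mM as added) for 1 h at 37 °C, then compound for 1 h at 37 °C. Luminescence was read after 15 min at room temperature.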
# TDP43 rescue: rescues yeast growth from TDP-43 toxicity; TDP-43 expressing yeast growth rescue, BacTiter-Glo, 24 h; Potency, µM (doses to about 46.1 µM), inactives show top-dose growth rescue (activation), actives largely listed as activators; actives 1.8% (n = 410,000); AID 652104; note: potency is the fitted concentration of half-maximal effect; % of control where 0% means no effect; nearly all actives have a fitted effect of over 50% in size
#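 Growth rescue of TDP-43-toxic yeast measured as ATP luminescence (BacTiter-Glo). Cells grown to mid-log in raffinose, induced in galactose at OD600=0.02, exposed to compound 24 hr at 30 deg C.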
# aSyn yeast inh: rescues yeast growth from alpha-synuclein toxicity; Potency, µM (series often up to 46.1 µM), inactives show at the highest dose growth rescue (activation), hits mostly activators; Yeast expressing alpha-synuclein, growth rescue, BacTiter-Glo, 24 h; actives 0.14% (n = 370,000); AID 652106; note: potency is the fitted concentration of half-maximal effect; % of control where 0% means no effect; nearly all actives have a fitted effect of over 65% in size
#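 Rescue of yeast growth: cells expressing toxic alpha-synuclein, induced in galactose at OD600 0.02, incubated with compound 24 h at 30 C. ATP luminescence quantified growth; inhibitors of toxicity appear as activators.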
# KB-V1 cytotox: KB-V1 MDR subline cytotoxicity; KB-V1 MDR cells viability, CellTiter-Glo, 72 h; Potency, µM (series often up to 46.1 µM), for inactives: top-dose activity change, negative = cytotoxicity, most hits filed as cytotoxic; actives 3.4% (n = 400,000); AID 1347076; note: potency is the fitted concentration of half-maximal effect; % is set by controls: 0 for no effect and ±100 for the full control effect; nearly all actives have a fitted effect of over 60% in size
#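 Readout: CellTiter-Glo luminescence, 10 min after addition. Cells: KB-V1 MDR subline, 72 h at 37 degrees C with compound. Analysis: corrected, normalized data fitted to concentration-effect curves.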
# GLP-1R agonist: activates the human GLP-1 receptor; P43220; actives 0.007% (n = 380,000); HEK293 GLP-1R CRE-luciferase, luminescence, 4-6 h; cells express a hypersensitive GLP-1R form; AID 624172; Potency, µM (series often up to 45.6 µM), for the others: at the top dose activation, most hits filed as activators; note: potency is the fitted concentration of half-maximal effect; % of control where 0% means no effect
# GLP1R inv ag: inverse agonists of human GLP-1 receptor | P43220 | HEK293 GLP-1R CRE-luciferase, luminescence, 24 h; GLP-1R form is constitutively active | Potency, µM (titrated, usually from 38.3 µM), for the others: top-dose activity change, negative = inhibition, most hits filed as inhibitors | actives 1.6% (n = 410,000) | AID 624417; note: potency is the fitted concentration of half-maximal effect; % is set by controls: 0 for no effect and ±100 for the full control effect; nearly all actives have a fitted effect of over 55% in size
#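 Luminescence readout: a drop in cAMP-driven luciferase signal flags inverse agonism at a constitutively active GLP-1R stably expressed in HEK293. Compound exposure lasted 24 hr at 37 deg C, 5% CO2.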
# The depositor's hits bear a star; i = inactive; ? = inconclusive; · = no result given; [ ] = another dose, or the depositor's remark. Unless noted, calls come from the whole dose curve; as a rule, active = well fitted curve in the direction sought with a large enough effect; inconclusive = small, poorly fitted or top-dose-only effect, or another doubt; inactive = no such curve, though single readings can be large; an effect the other way counts as inactive or inconclusive.
cpd	molecule	DRD3 antagonist	D3 ag	HEK293 tox	PTHR1 ag	TDP43 rescue
1	O=C(N/N=C/c1ccc(O)cc1)c1nc(-c2ccccc2)n(-c2ccccc2)n1	-4	-10	-20%	i	0%
2	COc1ccc(/C=N/NC(=S)Nc2ccccc2)cc1COc1ccc(Br)cc1	1	-3	?	-31%[inhibitor]	15%
3	O=C(NCc1ccco1)C(c1cccs1)N(Cc1ccccc1)C(=O)Cn1nnc2ccccc21 (stereo not given)	22	-2	-18%	i	12%
4	CC(=O)NCCc1ccc(S(=O)(=O)NCc2ccc3c(c2)OCO3)cc1	32	-1	3%	i	-12%
5	CCC1(C2=CCCCC2)C(=O)NC(=S)N=C1N (stereo not given)	-5	1	12%	-11%	-18%
6	CCOC(=O)c1nncc(-c2ccccc2)n1	7	1	9%	i	5%
7	c1ccc(Cn2c(CNc3nc4ccccc4n3CCN3CCOCC3)nc3ccccc32)cc1	-54*	-13	-6%	i	-23%
8	CN(c1ccc(OCC(=O)OCC(=O)NCc2ccco2)cc1)S(=O)(=O)c1ccc2ccccc2c1	-1	1	-11%	i	7%[9.22 µM]
9	C/C(=N\Nc1nc2ccccc2s1)c1ccc2c(c1)OCO2	40	-3	?	-32%[inhibitor]	39%
10	CCCS(=O)(=O)NC(=O)C1(C)CCCN(C(=O)COc2ccccc2)C1 (stereo not given)	19	6	2%	0%	17%

cpd	aSyn yeast inh	KB-V1 cytotox	GLP-1R agonist	GLP1R inv ag
1	1%	-13%	-17%	-22%
2	22%	-5%	2%	-22%
3	3%	5%	3%	?
4	0%	5%	-8%	4%
5	-2%	-6%	0%	7%
6	0%	-8%	-4%	8%
7	3%	8.2µM*	1%	3%
8	8%	10%	0%	6%
9	0%	-7%	4%	-13%
10	1%	3%	-4%	11%

# Additional results:
cpd	molecule	DRD3 antagonist	D3 ag	HEK293 tox	PTHR1 ag	TDP43 rescue
11	O=c1[nH]c(CSc2nc3ccccc3s2)nc2ccccc12	3	-6	-3%	-19%	9%
12	Cc1cc(C)c(NC(=O)C2CCCN(C(=O)c3cnn(-c4ccccc4)c3-n3cccc3)C2)c(C)c1 (stereo not given)	·	5	-9%	0%	?
13	Cc1ccc(C(O)c2nc3ccccc3n2C)cc1 (stereo not given)	23	0	2%	-9%	10%
14	COc1cccc2c1NC(C(=O)O)C1CC=CC21 (stereo not given)	6	2	14%	-15%	0%
15	CCc1cc(C(=O)N/N=C/c2ccc(O)cc2)c2ccccc2n1	-9	-10	-4%	-9%	-15%
16	O=C(O)c1cccc2c1C(=O)c1ccc(-c3ccc(OC(F)(F)F)cc3)cc1S2(=O)=O	0	0	0%	-31%[inhibitor]	-15%
17	Cc1ccc(-c2nn3c(C)nnc3s2)cc1NC(=O)COc1ccc(Cl)cc1	6	-8	-20%	-35%[inhibitor]	-11%
18	Cc1ccnc(NC(=O)c2ccc3c(c2)S(=O)(=O)c2ccccc2C3=O)c1	-5	14	-7%	-20%	6%
19	CC(Sc1ccc(S(=O)(=O)N(C)C)cn1)C(=O)NC1CCCC1 (stereo not given)	-1	6	1%	27%	16%
20	O=c1[nH]c(SCc2ccc(Cl)cc2)nc2[nH]ncc12	1	4	9%	-74%[inhibitor]	-6%

cpd	aSyn yeast inh	KB-V1 cytotox	GLP-1R agonist	GLP1R inv ag
11	-4%	6%	19%	49%[activator]
12	·	0%	·	?
13	0%	-12%	-2%	6%
14	2%	1%	-12%	16%
15	-8%	-29%	16%	-2%
16	-7%	-4%	-6%	-33%
17	-2%	-12%	0%	7%
18	-4%	6%	7%	5%
19	-5%	20%	-2%	13%
20	?	-23%	26%	12%

# Profiles, looked up by structure. Order of values: DRD3 antagonist, D3 ag, HEK293 tox, PTHR1 ag, TDP43 rescue, aSyn yeast inh, KB-V1 cytotox, GLP-1R agonist, GLP1R inv ag
# `O=c1[nH]c(CSc2nc3ccccc3s2)nc2ccccc12` is listed with 3, -6, -3%, -19%, 9%, -4%, 6%, 19%, 49%[activator]
# `O=c1[nH]c(SCc2ccc(Cl)cc2)nc2[nH]ncc12` is listed with 1, 4, 9%, -74%[inhibitor], -6%, ?, -23%, 26%, 12%
# `CC(Sc1ccc(S(=O)(=O)N(C)C)cn1)C(=O)NC1CCCC1` (stereo not given) is listed with -1, 6, 1%, 27%, 16%, -5%, 20%, -2%, 13%
# `CCc1cc(C(=O)N/N=C/c2ccc(O)cc2)c2ccccc2n1` is listed with -9, -10, -4%, -9%, -15%, -8%, -29%, 16%, -2%
# `Cc1ccc(C(O)c2nc3ccccc3n2C)cc1` (stereo not given) is listed with 23, 0, 2%, -9%, 10%, 0%, -12%, -2%, 6%

# The results go on.
cpd	molecule	DRD3 antagonist	D3 ag	HEK293 tox	PTHR1 ag	TDP43 rescue
21	O=C(NCCNC1CCCCC1)c1ccco1	-26	-15	-4%	-54%[inhibitor]	-15%
22	Cc1cccn2c(=O)nc(SCC(=O)N3CCCCC3)nc12	24	-5	-7%	i	-12%
23	c1ccc(C[C@H]2CNCCN2CCC23CC4CC(CC(C4)C2)C3)cc1	0	-22	?	i	0%
24	Cc1ccc(-c2c[nH]c(=S)n2-c2ccccc2)cc1	-2	3	?	-27%	20%
25	CCSC1=NC2(CCN(C(=O)NC3CCCCC3)CC2)N=C1c1ccc(OC)cc1	·	-8	9%	i	4%
26	CCOC(=O)C1CCCN(C2CC(=O)N(c3ccc(NC(C)=O)cc3)C2=O)C1 (stereo not given)	4	-4	-5%	i	-17%
27	COC(=O)CCn1nc(-c2ccc(Cl)cc2)c2ccccc2c1=O	-7	0	3%	-11%	-5%
28	O=C(NCCc1ccccc1)C1(c2ccccc2)CC1(Cl)Cl (stereo not given)	28	-2	2%	i	-3%
29	O=C(Oc1ccc(Cl)cc1N1C(=O)CCC1=O)c1ccco1	0	1	0%	i	-1%
30	S=c1[nH]nc(COc2ccc(Cl)cc2)n1-c1ccccc1	-4	1	-9%	i	-10%[1.82 µM]

cpd	aSyn yeast inh	KB-V1 cytotox	GLP-1R agonist	GLP1R inv ag
21	-8%	-2%	4%	-8%
22	3%	0%	6%	33%[activator]
23	-3%	-8%	-1%	10µM*
24	-5%	-3%	-5%	?
25	·	-14%	·	0%
26	1%	10%	4%	0%
27	-2%	-1%	21%	-12%
28	-4%	-47%	-4%	-2%
29	-6%	4%	-6%	14%
30	6%	1%	5%	-2%

# Other results:
cpd	molecule	DRD3 antagonist	D3 ag	HEK293 tox	PTHR1 ag	TDP43 rescue
31	O=C(CN1C(=O)/C(=C/c2ccccc2)SC1=S)N1CCN(CCc2ccccn2)CC1	2	-5	?	-28%	-24%
32	Cc1ccc(C)c(N2CCN(C(=O)CCS(=O)(=O)c3ccc4c(c3)CCN4C(=O)C3CC3)CC2)c1	17	11	1%	-47%[inhibitor]	4%
33	Cc1ccccc1N1C(=O)c2ccccc2NC1c1ccncc1 (stereo not given)	7	2	-23%	i	17%
34	CC(C)(O)c1cc2ccc(C#Cc3ccsc3)cc2c(=O)o1	-4	-4	-8%	-42%[inhibitor]	25µM*
35	CCN1C(=O)[C@H]2[C@@H](c3ccc(-c4cccc(Cl)c4)c(OC)c3)N3CCCC[C@@]3(C(=O)OC)[C@H]2C1=O	-22	-18	-21%	-41%[inhibitor]	-8%
36	CC(=O)OC1CCC2(C)C(=CCC3C2CCC2(C)C3CC3OC4(CCC(C)CN4)C(C)C32)C1 (stereo not given)	23	6	-9%	-21%	13%
37	CCC(C)C(=O)Nc1nc(C)c(-c2csc(Nc3cc(OC)ccc3OC)n2)s1 (stereo not given)	31	3	?	i	22%
38	Cc1nn(-c2ccc(F)cc2)c(N)c1C1(O)C(=O)Nc2ccccc21 (stereo not given)	6	-5	1%	i	1%
39	Cc1nn(Cc2ccc(Cl)cc2)c(C)c1N	-10	-3	-15%	i	22%
40	O=C1c2ccccc2C(=O)N1COc1ccc(S(=O)(=O)N2CCOCC2)cc1[N+](=O)[O-]	-19	-12	21%	-9%	-10%

cpd	aSyn yeast inh	KB-V1 cytotox	GLP-1R agonist	GLP1R inv ag
31	4%	-16%	-5%	?
32	-4%	-1%	0%	?
33	7%	1%	-14%	-23%
34	1%	-20%	26%	?
35	?	21µM*	-3%	?
36	1%	12%	6%	1%
37	-7%	-13%	4%	12%
38	3%	0%	0%	21%
39	7%	6%	-3%	-8%
40	-3%	-16%	5%	2%

# The list goes on.
cpd	molecule	DRD3 antagonist	D3 ag	HEK293 tox	PTHR1 ag	TDP43 rescue
41	CCCCNC(=O)CCn1c(=O)c2ccccc2n(Cc2ccc(F)cc2)c1=O	15	-19	20%	-16%	-15%
42	CC(C)(C)c1nc2scc(-c3cccs3)c2c(=O)o1	2	-14	-6%	-28%[57.5 µM]	-9%
43	COc1ccc(-c2csc3ncnc(Cl)c23)cc1	6	-1	11%[0.307 µM]	-10%	13%
44	Cc1cc(C)c2nc(NNC(=O)c3cc(-c4cccs4)nc4ccccc34)sc2c1	89	16	-19%	-30%	?
45	CCCCn1nc(C(=O)Nc2ccccc2N2CCCC2)c2ccccc2c1=O	48	11	11%	-64%[inhibitor]	27%
46	COc1cccc(CNC(=O)c2cc(-c3cccs3)nc3ccccc23)c1	·	8	7%	-11%	22%
47	Cc1ccc(NC(=O)C(=O)C2C(=O)Nc3ccccc32)cc1 (stereo not given)	-1	-2	-5%	-3%	-53%[inhibitor]

cpd	aSyn yeast inh	KB-V1 cytotox	GLP-1R agonist	GLP1R inv ag
41	-9%	?	36%	0%
42	-2%	6%	-10%	?
43	4%	-15%	1%	-8%[0.307 µM]
44	-8%	-13%	-1%	?
45	5%	3.7µM*	9%	-19%
46	·	5%	·	1%
47	2%	0%	5%	22%

# Only part of the results is shown (hit frequency here may not be typical).
